# Compound activity from PubChem.
# IDE cell activ – IDE (human) activation, cell-based; P14735; HEK cells, FAbeta-B cleavage, fluorescence polarization; 0% vehicle, 100% cell-free pure enzyme wells; activation, % at 5.96 µM; actives 0.073% (n = 340,000); AID 493087;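 active = activation above the mean of all tested compounds plus 3 SD, set per screening campaign, cut at about 17% in these data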
# Target sequence (P14735 whole entry, looked up): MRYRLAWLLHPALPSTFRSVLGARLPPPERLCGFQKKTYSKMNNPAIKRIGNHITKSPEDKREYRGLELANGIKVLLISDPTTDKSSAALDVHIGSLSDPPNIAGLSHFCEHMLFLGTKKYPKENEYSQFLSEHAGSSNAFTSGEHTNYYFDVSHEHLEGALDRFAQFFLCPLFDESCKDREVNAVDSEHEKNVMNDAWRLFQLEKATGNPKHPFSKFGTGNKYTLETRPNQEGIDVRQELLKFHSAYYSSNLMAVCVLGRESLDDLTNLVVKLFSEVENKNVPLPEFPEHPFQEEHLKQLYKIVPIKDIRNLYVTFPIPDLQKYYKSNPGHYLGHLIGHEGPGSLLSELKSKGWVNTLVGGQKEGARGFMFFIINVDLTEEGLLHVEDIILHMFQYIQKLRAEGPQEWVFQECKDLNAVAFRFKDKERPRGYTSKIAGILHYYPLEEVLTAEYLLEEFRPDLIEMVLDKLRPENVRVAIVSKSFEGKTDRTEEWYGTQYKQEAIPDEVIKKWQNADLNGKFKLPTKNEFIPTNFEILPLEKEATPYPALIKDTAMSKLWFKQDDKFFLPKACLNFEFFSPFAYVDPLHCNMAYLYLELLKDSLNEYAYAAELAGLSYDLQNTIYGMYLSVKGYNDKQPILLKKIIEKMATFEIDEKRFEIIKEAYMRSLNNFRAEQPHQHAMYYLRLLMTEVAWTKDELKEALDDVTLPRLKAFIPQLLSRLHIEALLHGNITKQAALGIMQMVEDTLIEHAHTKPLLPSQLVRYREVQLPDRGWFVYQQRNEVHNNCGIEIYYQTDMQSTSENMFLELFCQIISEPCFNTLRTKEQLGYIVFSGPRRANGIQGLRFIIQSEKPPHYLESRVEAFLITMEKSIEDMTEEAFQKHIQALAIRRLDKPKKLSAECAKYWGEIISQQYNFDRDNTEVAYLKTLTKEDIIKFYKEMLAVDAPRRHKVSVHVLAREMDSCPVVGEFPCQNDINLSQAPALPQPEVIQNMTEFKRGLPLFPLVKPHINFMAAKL
# IDE inh – cellular human IDE inhibition | HEK cells, FAbetaB cleavage, fluorescence polarization | P14735 | inhibition, % at 5.59 µM | actives 0.41% (n = 320,000);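 active = percent inhibition above the average of all tested compounds plus 3 SD, set per screening campaign, cut at about 16% in these data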;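 also: IDE supplied by intact live HEK cells; FP after avidin binding of uncleaved biotin substrate so inhibition keeps polarization high; 0% = DMSO wells and 100% = 60 µM reference IDE inhibitor Ii1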
# * marks the source's active call; other numbers are inactive results.
# Fields: IDE inh | IDE cell activ
(1) OCCOCCn1c(CCNc2nc(-c3ccc(Cl)cc3)cs2)nc2cc(Cl)c(Cl)cc21
  6.7 | 4.2
(2) Cc1ccccc1COn1nnc2ccc(S(=O)(=O)N3CCOCC3)cc21
  2.5 | 4.5
(3) Cc1c(C)n2c(SCC(=O)N3CCOCC3)nnc2[nH]c1=O
  4.8 | 2.3
(4) CN(CC(=O)N(C)CC(=O)Nc1c(Cl)cccc1Cl)Cc1ccc(Br)s1
  -2.8 | -0.9
(5) CC(Sc1ccc(Cl)cc1)C(=O)NNC(=O)c1ccco1 (stereo not given)
  3.6 | 3.6
(6) COc1ccc(Cl)cc1NC(=O)COC(=O)c1ccc(Cl)nc1
  1.1 | 0.3
(7) CCOC(=O)C1=C(COC(=O)CNC(=O)c2ccc(Cl)cc2Cl)NC(=O)NC1C (stereo not given)
  2.3 | -0.9
(8) COc1ccc2nc(NC(=O)CN3C(=O)NC4(CCCC4)C3=O)sc2c1
  1.3 | 4.2
(9) O=C(CN1C(=O)NC2(CCCCC2)C1=O)N(Cc1ccco1)Cc1cccs1
  3.5 | -3.1
(10) CC(OC(=O)c1cccc(S(=O)(=O)N2CCN(C)CC2)c1)C(=O)Nc1ccc(C(N)=O)cc1 (stereo not given)
  1.9 | 1.1
(11) Cc1ccc(Cl)cc1C1=CC(=O)C[C@H](c2ccc(F)cc2)C1
  5.4 | 0.7
(12) CN(CC(=O)Nc1cccc(F)c1)C(=O)c1cc2c(s1)CCCCC2
  0.8 | 2.5
(13) CCN(C(=O)COC(=O)Cc1coc2cc(C)ccc12)c1c(N)n(Cc2ccccc2)c(=O)[nH]c1=O
  -0.3 | 6.0
(14) O=S(=O)(O)c1cccnc1SCc1ccccc1
  3.4 | 7.0
(15) COc1ccc(C(CNC(=O)c2ccc(C)o2)N2CCOCC2)cc1 (stereo not given)
  0.7 | 4.0
(16) CCCCOc1ccc(C(=O)OCC(=O)N2CCCCCC2)cc1
  9.7 | -7.6
(17) COC(=O)c1ccc(NC(=O)CSc2nc(=O)n3cccc(C)c3n2)cc1
  -5.8 | 2.2
(18) COc1ccccc1C(CNC(=O)CCNC(=O)c1ccccc1Cl)N1CCCC1 (stereo not given)
  2.9 | -0.5
(19) Cc1nn(CC(=O)NC2CCC(C)CC2)c(=O)c(C#N)c1C (stereo not given)
  -0.7 | 0.1
(20) O=C(Nc1cc(C2CC2)nn1-c1ccccc1)c1ccc(F)cc1
  0.6 | 2.1

# A second format for 5 compounds above:
No. | SMILES | IDE inh | IDE cell activ
12 | CN(CC(=O)Nc1cccc(F)c1)C(=O)c1cc2c(s1)CCCCC2 | 0.8 | 2.5
13 | CCN(C(=O)COC(=O)Cc1coc2cc(C)ccc12)c1c(N)n(Cc2ccccc2)c(=O)[nH]c1=O | -0.3 | 6.0
14 | O=S(=O)(O)c1cccnc1SCc1ccccc1 | 3.4 | 7.0
15 | COc1ccc(C(CNC(=O)c2ccc(C)o2)N2CCOCC2)cc1 (stereo not given) | 0.7 | 4.0
16 | CCCCOc1ccc(C(=O)OCC(=O)N2CCCCCC2)cc1 | 9.7 | -7.6

# Continuation:
# Fields: IDE inh | IDE cell activ
(21) COc1ccc(C)cc1NC(=O)CN1c2cccc3cccc(c23)S1(=O)=O
  3.9 | 3.1
(22) CN(C(=O)Cn1cc([N+](=O)[O-])ccc1=O)C1CCCCC1
  1.1 | 0.6
(23) CCC(CO)Oc1cc(NC(=O)c2ccc(Cl)cc2)c2ncn(C(C)C)c2c1 (stereo not given)
  -2.0 | 4.2
(24) COc1ccccc1NS(=O)(=O)c1ccc(C)c(NC(=O)C2CCCO2)c1 (stereo not given)
  4.6 | 4.2
(25) CCOc1c(C)cnc2c1c(=O)n(CC(=O)NCC1CCCO1)c(=O)n2C (stereo not given)
  5.6 | 6.0
(26) COc1ccc(S(=O)(=O)N2CCCCC2)cc1NC(=O)Cn1cnc2c1c(=O)n(C)c(=O)n2C
  2.8 | 4.0
(27) O=c1[nH]snc1-c1c(Cl)cccc1Cl
  -2.2 | 3.8
(28) COC(=O)/C=C/c1ccccc1CN1[C@@H](CC(=O)OC)c2ccccc2S1(=O)=O
  4.5 | -1.0
(29) Cc1[nH]c(=O)[nH]c(=S)c1C(=O)Nc1ccc(Cl)c(Cl)c1
  25.9* | -13.3
(30) Cc1ccc(S(=O)(=O)N2CCCCC2)cc1NC(=O)C1CC(=O)N(Cc2ccco2)C1 (stereo not given)
  -4.1 | -0.4
(31) CCOC(=O)c1c(C)[nH]c(C(=O)NNC(=O)c2ccccc2F)c1C
  0.1 | 5.6
(32) O=C(CN1C(=O)NC2(CCCCCCC2)C1=O)NCc1ccccc1
  0.7 | 2.2
(33) CCC(=O)OCC(=O)[C@@]1(OC(=O)CC)[C@@H](C)C[C@H]2[C@@H]3CCC4=CC(=O)C=C[C@]4(C)[C@@]3(Cl)[C@@H](O)C[C@@]21C
  -1.4 | 5.8
(34) CC1C(=O)N2CCCc3cc(NC(=O)C(=O)NCCc4c[nH]c5ccccc45)cc1c32 (stereo not given)
  6.5 | -1.1
(35) C[C@]12c3[nH]c4ccccc4c3CCN1C(=O)C(CC(=O)NCc1cccc(C(F)(F)F)c1)C[C@@H]2C(=O)N1CCOCC1 (stereo not given in full)
  -1.9 | -2.4
(36) COc1cc(S(=O)(=O)NCC(c2ccco2)N2CCCCC2)ccc1NC(C)=O (stereo not given)
  2.2 | 2.3
(37) CCN(CC(=O)Nc1c(F)cccc1F)C(=O)c1ccc(COc2ccccc2)cc1
  -1.3 | 3.2
(38) CC(=O)c1c(C)[nH]c(C(=O)OCc2csc(CC(=O)Nc3ccccc3C)n2)c1C
  10.7 | 0.3
(39) C[C@H](CO)N1C[C@H](C)[C@@H](CN(C)S(=O)(=O)c2cccs2)Oc2ccc(NC(=O)Cc3ccccc3)cc2C1=O
  0.7 | -3.0
(40) CCN1C(=O)[C@H]2[C@@H](c3ccc(-c4ccc(OC)cc4)cc3)N[C@@](C)(C(=O)OC)[C@H]2C1=O
  -1.1 | -4.1
(41) COCCn1c(N)c(N(Cc2ccccc2)C(=O)c2cc(=O)[nH]c3ccccc23)c(=O)[nH]c1=O
  2.6 | 6.1
(42) COc1ccccc1NC(=O)Nc1nc(CC(=O)Nc2ccc(F)c(F)c2)cs1
  5.8 | -4.7
(43) O=C(Nc1ccccc1)C1CCCN(C(=O)c2ccc(F)cc2)C1 (stereo not given)
  -2.6 | 2.9
(44) CCN1C(=O)[C@@H]2[C@H](C1=O)[C@@H]1C(=O)Nc3ccccc3C(=O)N1[C@@H]2c1ccc(OC)cc1
  -2.4 | -4.5
(45) O=C(COC(=O)c1cc(S(=O)(=O)N2CCOCC2)ccc1F)NC1CC1
  1.3 | 0.1
(46) Cc1nnc(NC(=O)c2ccc(F)c(S(=O)(=O)N3CCOCC3)c2)s1
  -1.9 | 2.1
(47) CCCCn1c(N)c(N(CC(C)C)C(=O)c2ccc(S(=O)(=O)N3CCC(C)CC3)cc2)c(=O)[nH]c1=O
  1.4 | 4.3
(48) O=C(c1ccc(Cl)c([N+](=O)[O-])c1)N1CCN(S(=O)(=O)c2ccc(Cl)cc2)CC1
  1.7 | -5.6
(49) O=C(CSc1nnc2ccccn12)NNC(=O)c1ccccc1F
  4.6 | 0.8
(50) COc1ccc(Cl)cc1NC(=O)CN1C(=O)NC(C)(Cc2ccc(OC)c(OC)c2)C1=O (stereo not given)
  1.4 | 3.4
(51) C[C@H](CO)N1C[C@H](C)[C@H](CN(C)CC2CCCCC2)Oc2ccc(NS(=O)(=O)c3ccc(F)cc3)cc2CC1=O
  5.4 | 2.0
(52) COc1ccc(CCNC(=O)c2ccc(OCC(=O)N3CCOCC3)c(OC)c2)cc1
  -7.1 | 2.7
(53) CN1CCN(C(CNC(=O)C(=O)NC2CCCC2)c2ccc(F)cc2)CC1 (stereo not given)
  7.4 | 0.7
(54) Nc1ncnc2c1ncn2[C@@H]1O[C@H](CNCC#Cc2ccccc2)[C@@H](O)[C@H]1O
  6.9 | -0.7
(55) O=C(O)c1cccc(S(=O)(=O)Nc2cccc(S(=O)(=O)N3CCCC3)c2)c1
  3.7 | 7.4
(56) NC(=O)c1ccc(NC(=O)COc2ccc(-n3cnnn3)cc2)cc1
  -0.6 | 0.1
(57) Cc1ccc(C)c(OCCC(=O)OCC(=O)NCc2ccccc2)c1
  -0.8 | 2.5
(58) Cc1ccc(C(C)C)cc1OCC(=O)Nc1ccc(N2CCCCC2)cc1
  6.6 | 2.7
(59) COC(=O)c1ccccc1NC(=O)CN1C(=O)NC2(CCCCCCC2)C1=O
  0.8 | 5.2
(60) O=C(c1ccc(Br)o1)N1CCC(c2nc3ccccc3[nH]2)CC1
  7.2 | 0.8

# Sorted by the number under IDE inh (low to high): some entries from above
# Fields: IDE inh | IDE cell activ
(52) COc1ccc(CCNC(=O)c2ccc(OCC(=O)N3CCOCC3)c(OC)c2)cc1
  -7.1 | 2.7
(57) Cc1ccc(C)c(OCCC(=O)OCC(=O)NCc2ccccc2)c1
  -0.8 | 2.5
(56) NC(=O)c1ccc(NC(=O)COc2ccc(-n3cnnn3)cc2)cc1
  -0.6 | 0.1
(55) O=C(O)c1cccc(S(=O)(=O)Nc2cccc(S(=O)(=O)N3CCCC3)c2)c1
  3.7 | 7.4

# Additional structures.
# Fields: IDE inh | IDE cell activ
(61) N#CC1(NC(=O)COC(=O)CSc2ccc(F)cc2)CCCCC1
  -2.1 | -1.3
(62) COc1cccc(CNC(=O)Cc2csc(NC(=O)Nc3ccccc3OC)n2)c1
  3.1 | -2.4
(63) CCOc1ncccc1C(=O)Nc1cccc(S(=O)(=O)NC2=NCCC2)c1
  -3.1 | -1.1
(64) Cc1ccc(N2CC(C(=O)OCc3nc(N)nc(Nc4ccccc4C)n3)CC2=O)cc1 (stereo not given)
  -0.7 | 5.3
(65) O=C1NCCOC(=O)[C@@H](Cc2ccc(F)cc2)CC/C=C/C[C@@H]1CC(=O)N(CCO)Cc1ccccc1
  6.9 | 2.4
(66) CSc1ccccc1NC(=O)CN(C)C(=O)Cn1c(=O)oc2ccccc21
  0.2 | -0.6
(67) CCC(COC)Oc1cc(NCc2ccccc2)c2ncn(C(C)C)c2c1 (stereo not given)
  -5.8 | -1.7
(68) CC(OC(=O)c1cnccn1)C(=O)c1ccccc1 (stereo not given)
  -1.8 | 3.0
(69) CCc1cc(Cn2nc(-c3ccccc3)cc2C(=O)NCc2ccc(C)cc2)on1
  0.4 | 0.2
(70) COc1ccc(S(=O)(=O)Nc2cccc3c2O[C@H](CN(C)Cc2ccncc2)[C@@H](C)CN([C@H](C)CO)C3=O)cc1
  2.9 | 4.5
(71) O=C(CSc1nc(C(F)(F)F)cc(=O)[nH]1)Nc1nccs1
  -6.4 | 2.3
(72) CC[C@@H]1C=C(C(=O)O)[C@H](c2cccc(C)c2)N1S(=O)(=O)c1ccc(C)cc1
  -0.1 | 1.6
(73) C[C@H]1CCC[C@@]2(O[C@H](CCO)C[C@@H](O)[C@@H]2O)O1
  -3.2 | 4.5
(74) COc1ccccc1-n1cnnc1SCC(=O)NC1CCCC1
  0.3 | 2.2
(75) O=C(CSc1cccc(C(F)(F)F)c1)Nc1ccc(N2CCOCC2)cc1
  6.9 | -4.4
(76) O=C(COC(=O)c1cc(S(=O)(=O)N2CCCCC2)ccc1N1CCOCC1)c1ccc(Cl)cc1
  1.3 | 4.7
(77) CC(C)(C)c1ccc(OCCC(=O)OCC(=O)Nc2ccc(N3CCOCC3)cc2)cc1
  -0.7 | 0.7
(78) NC(=O)c1nn(CC(=O)Nc2cccc(S(=O)(=O)N3CCCC3)c2)c(=O)c2ccccc12
  5.7 | 2.3
(79) CN(C)c1ccc(/C=N/NC(=O)c2ccc(-n3cnnn3)cc2)cc1
  -1.2 | 3.1
(80) Cc1ccc(C2=NN(C(=O)CSc3nnnn3C)C(c3ccco3)C2)cc1 (stereo not given)
  12.8 | -14.9
(81) COc1ccccc1NC(=O)C(C)Sc1nc(-c2ccccc2)cn1N (stereo not given)
  -2.9 | -1.6
(82) COC(=O)c1cc(COC(=O)CNC(=O)c2ccc(Br)cc2)oc1C
  2.1 | 1.1
(83) O=C(NCc1ccccc1)c1onc(CSc2ccccc2)c1C(=O)NCc1ccccc1
  1.2 | 1.3
(84) C[C@H](CO)N1C[C@H](C)[C@@H](CN(C)S(=O)(=O)c2ccc(F)cc2)Oc2ccc(NC(=O)C3CC3)cc2C1=O
  1.6 | -3.2
(85) COc1cc(/C=C/C(=O)OCC(=O)NC(=O)NCc2ccco2)ccc1OC(F)F
  12.9 | 0.4
(86) Cc1ccc(C(O)Cn2nc(C)cc2C)cc1 (stereo not given)
  -0.7 | -6.0

# This is a subset. The share of hits here may be higher or lower than overall.
